N370S GC mod = qHTS Assay for Inhibitors and Activators of N370S glucocerebrosidase as a Potential Chaperone Treatment of Gaucher Disease. Lysosomal acid glucosylceramidase (Homo sapiens), P04062. N370S GC spleen homogenate, 4MU-glucoside fluorescence. Potency, µM (titrated, usually from 59.4 µM), for inactives: at the top dose activity change, negative = inhibition, hits mostly inhibitors. 0.092% of 330,000 active;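 further: 0% = full enzyme activity and -100% = no enzyme basal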
TDP1 inh = qHTS Assay for Inhibitors of Tyrosyl-DNA Phosphodiesterase (TDP1). Tyrosyl-DNA phosphodiesterase 1 (Homo sapiens), Q9NUW8. 0.28% of 350,000 active. Potency, µM (titrated, usually from 130 µM), inactives show top-dose activity change, negative = inhibition, hits mostly inhibitors. recombinant TDP1, AlphaScreen DNA substrate cleavage; further: nearly all actives have a fitted effect of over 40% in size
Target sequence (Q9NUW8 whole entry, looked up): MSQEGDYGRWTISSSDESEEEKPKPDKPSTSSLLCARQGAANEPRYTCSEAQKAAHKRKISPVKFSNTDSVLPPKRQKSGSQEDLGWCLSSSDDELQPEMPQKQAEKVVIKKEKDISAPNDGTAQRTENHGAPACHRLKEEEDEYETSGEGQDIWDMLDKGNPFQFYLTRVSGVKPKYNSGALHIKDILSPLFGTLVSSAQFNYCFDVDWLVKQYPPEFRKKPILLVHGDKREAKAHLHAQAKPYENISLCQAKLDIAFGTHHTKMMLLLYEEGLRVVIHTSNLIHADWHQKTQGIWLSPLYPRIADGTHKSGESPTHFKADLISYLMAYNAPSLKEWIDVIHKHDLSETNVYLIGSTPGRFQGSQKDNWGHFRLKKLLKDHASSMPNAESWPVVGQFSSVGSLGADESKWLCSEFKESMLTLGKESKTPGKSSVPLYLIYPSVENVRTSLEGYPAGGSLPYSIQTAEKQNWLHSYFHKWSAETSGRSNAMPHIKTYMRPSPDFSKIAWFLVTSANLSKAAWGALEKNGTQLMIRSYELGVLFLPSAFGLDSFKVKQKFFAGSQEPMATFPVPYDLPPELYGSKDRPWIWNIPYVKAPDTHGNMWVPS
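Steps: enzyme plus compound, 15 min RT; add biotin/phosphotyrosine-FITC oligonucleotide (15 nM final), react 5 min; add donor/acceptor beads (10 ug/ml final), 10 min; read AlphaScreen. Tdp1 at 1 nM final.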
TDP1 cell noCPT = qHTS for Inhibitors of human tyrosyl-DNA phosphodiesterase 1 (TDP1): qHTS in cells in absence of CPT. AID 686978, 2013. DT40 Tdp1-/- hTDP1 cells, no CPT, ATP luminescence, 48 h. 15% of 420,000 active. Potency, µM (top dose mostly 46.2 µM), without a hit: top-dose activity change, negative = growth inhibition, actives largely listed as inhibitors; further: nearly all actives have a fitted effect of over 55% in size
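Seeded 400 DT40-hTDP1 cells/well (vehicle DMSO, no 20 nM CPT); pinned compounds; ≥48 hr at 37 °C; CellTiter-Glo luminescence as viability measure.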
Numbers without * were called inactive; ? = inconclusive; / = no result given; [ ] = dose if it differs, or a comment. The call rests on the fitted dose curve; in most records, active means well fitted curve in the direction sought with a large enough effect; inconclusive means small, poorly fitted or top-dose-only effect, or another doubt; inactive means no such curve, though single readings can be large; an effect the other way counts as inactive or inconclusive. Unless noted, on the % scale 0 is the no-effect control and ±100 the full control effect; potency means the concentration at half of the fitted maximal effect.

SMILES | N370S GC mod | TDP1 inh | TDP1 cell noCPT
Cc1cc(-c2ccc(C(C)C)c(S(=O)(=O)NCCN3CCC(C)CC3)c2)on1 | ? | 3% | ?
CCc1cc(C(=O)c2ccccc2)c(N)s1 | 0% | 10% | ?
CC(=O)c1c(C)[nH]c(C(=O)CSc2nnc(-c3ccccc3)o2)c1C | -20% | 5% | 15µM*
CN(C)S(=O)(=O)c1ccc(C(=O)Nc2nnc(-c3ccc4c(c3)CCCC4)o2)cc1 | 3% | 11% | 5.2µM*
O=C(Nc1ccc(Br)cc1)C1CCCN(S(=O)(=O)c2cccnc2)C1 (configuration not stated) | 5% | 3% | 26µM*
CSCCC(NS(=O)(=O)c1ccc2c(c1)oc(=O)n2C)C(=O)N1CCN(c2cc(C)ccc2C)CC1 (configuration not stated) | / | 4% | 23µM*
COc1ccc(CNC(=O)C[C@H]2C[C@H](C(=O)N3CCCCC3)[C@@]3(C)c4[nH]c5cc(CCC(=O)N(C)C)ccc5c4CCN3C2=O)cc1OC | / | 0%[56.1 µM] | -15%
O=C(CN1C(=O)C2(SCC(=O)N2c2ccc(Cl)cc2)c2ccccc21)NCCc1ccccc1 (configuration not stated) | / | 5% | 18µM*
CNC(=O)N(O)C1N(/N=C/c2ccccc2OC)C(=S)SC1(C)C (configuration not stated) | -16% | / | 0%
COC(=O)Oc1ccc(/C=N/NC(=O)CSCc2ccc(Cl)cc2)cc1OC | -14% | 4% | 12µM*
O=C1N/C(=C\c2ccccc2)C(O)=C1C=NCc1ccccc1 | 17% | 1% | ?
CCOc1cccc2sc(N(CCCN(C)C)C(=O)c3ccc(S(=O)(=O)N(CC)Cc4ccccc4)cc3)nc12 | ? | 13% | ?
Fc1ccc(F)c(C2=NNC(=NCC3CCCO3)SC2)c1 (configuration not stated) | 7% | 8% | 2%
CCCCC(CC)C(=O)Nc1ncc([N+](=O)[O-])s1 (configuration not stated) | -1% | -3% | ?
c1cncc(-c2noc(-c3ccco3)n2)c1 | 10%[2.35 µM] | 4% | ?
COc1ccc(OC)c(CN(CCCN2CCOCC2)C(=O)Nc2ccccc2)c1 | 3% | 5% | 8%
CCCCOC(=O)C1=C(C)Nc2nnnn2C1c1ccccc1Cl (configuration not stated) | 2% | 5% | 13µM*
O=C(COc1ccccc1[N+](=O)[O-])OCC(=O)N1CCC(Cc2ccccc2)CC1 | 8% | 5% | 13%
CC[n+]1c(/C=C/C=C/N(C(C)=O)c2ccccc2)sc2ccccc21 | 4% | 11% | 21µM*
COc1ccc(CNC(=O)C(=O)NCC(c2cccs2)S(=O)(=O)c2ccc(C)cc2)cc1 (configuration not stated) | / | 3% | ?
O=C(c1ccc(S(=O)(=O)N2CCOCC2)cc1)N1CCN(c2ccccc2)CC1 | -5% | 8% | ?
Cc1ccc(NC(=O)CN(C)CC(=O)Nc2ccc(F)c(F)c2F)c(Cl)c1 | -6% | 3% | ?
Cc1ccc(S(=O)(=O)N2CCCCC2)cc1C(=O)Nc1ccc(N2CCOCC2)cc1 | / | 5% | 13µM*
CCn1c(C)c(/C=N/Nc2nc3ccccc3s2)c2ccccc21 | -16% | 8% | 18µM*

3 entries from above, sorted by heavy-atom count, rising:
SMILES | N370S GC mod | TDP1 inh | TDP1 cell noCPT
Fc1ccc(F)c(C2=NNC(=NCC3CCCO3)SC2)c1 (configuration not stated) | 7% | 8% | 2%
O=C(c1ccc(S(=O)(=O)N2CCOCC2)cc1)N1CCN(c2ccccc2)CC1 | -5% | 8% | ?
COc1ccc(OC)c(CN(CCCN2CCOCC2)C(=O)Nc2ccccc2)c1 | 3% | 5% | 8%

Next part:
SMILES | N370S GC mod | TDP1 inh | TDP1 cell noCPT
CCOC(=O)Cn1nc(-c2ccc(C)cc2)ccc1=O | -24% | 4% | -16%
COc1cc(NC(=O)c2ccc(-c3nc(COc4ccccc4)c(C)o3)cc2)cc(OC)c1 | / | -3% | 10µM*
O=C(NCc1ccccc1)C1CCC(CNS(=O)(=O)c2ccc(Br)s2)CC1 (configuration not stated) | / | 2% | -22%
CC(=O)Nc1ccc(S(=O)(=O)NC(CSc2ccc(C(=O)O)cc2[N+](=O)[O-])C(=O)O)cc1 (configuration not stated) | -7% | / | 26%
O=C(Cn1c(-c2cccs2)cc2ccccc21)NCCCN1CCN(c2ccccc2F)CC1 | / | 2% | 16µM*
Cc1ccc(C2C(=O)N(C3CCCC3)CC(=O)N2C2CCCCC2)cc1 (configuration not stated) | 12% | 0% | ?
O=S(=O)(c1ccc2nc(NCc3ccccc3Cl)ccc2c1)N1CCCCC1 | / | 0% | 10µM*
COC(=O)Cc1c(C)c2ccc3c(c2oc1=O)CN(Cc1ccc(Cl)cc1)CO3 | / | 0% | ?
CN(C)c1ccnc(Oc2ccccc2)c1C#N | 5% | -2% | -20%
Cc1ccc(S(=O)(=O)N2CCN(C(=O)COC(=O)COc3cccc4c3OC(C)(C)C4)CC2)cc1 | -2% | / | 1%
COc1ccccc1/C=N/NC(=O)c1cccc(NC(=O)c2ccccc2Cl)c1 | -12% | 1% | -1%
COc1ccc(Br)cc1CN1CCN(C(=O)c2cccc(F)c2)CC1 | -11% | / | ?
CCCn1c(SCC(=O)N2CCCC2)nc2c1c(=O)n(C)c(=O)n2C | 1% | 6% | -1%
O=C(CC1C(=O)NCCN1C(=S)Nc1ccccc1)Nc1ccc(F)cc1 (configuration not stated) | 7% | 5% | -4%
CC1(c2cccc(Br)c2)NC(=O)N(CC(=O)Nc2ccc(F)cc2)C1=O (configuration not stated) | -11% | 3% | ?
CCc1ccc(-c2cc(C)no2)cc1S(=O)(=O)NCCCN1CCN(c2ccccc2)CC1 | ? | 9% | ?
O=C(O)CSC1=NC(=Nc2cccc(Cl)c2)C2(CCCCC2)N1c1ccccc1 | 5% | 0% | -8%
N#Cc1cnc2ncnn2c1-c1ccccc1 | -9% | 3% | 9%
CCn1nc(C(=O)NCC2COc3ccccc3O2)c2ccccc2c1=O (configuration not stated) | / | 0% | ?
COc1ccc(NC(=O)c2cc(S(=O)(=O)N3CCOCC3)cn2C)c(OC)c1 | -3% | / | -14%
Cc1ccc(CNc2nc3ccccc3s2)s1 | 9% | 2% | -21%
Cc1ccc(O)c(N/C=C/C(=O)c2ccc(F)cc2)c1 | 1% | 4% | ?
CCN(CC)C(=O)Cn1cc(SCC(=O)Nc2cc(OC)ccc2OC)c2ccccc21 | / | 5% | ?
CCOC(=O)c1c(S(=O)(=O)N(C)Cc2ccco2)c(C)n(C)c1C | -7% | 3% | -3%

Filtered by structure: those above containing a nitro group on carbon.
SMILES | N370S GC mod | TDP1 inh | TDP1 cell noCPT
CCCCC(CC)C(=O)Nc1ncc([N+](=O)[O-])s1 (configuration not stated) | -1% | -3% | ?
O=C(COc1ccccc1[N+](=O)[O-])OCC(=O)N1CCC(Cc2ccccc2)CC1 | 8% | 5% | 13%
CC(=O)Nc1ccc(S(=O)(=O)NC(CSc2ccc(C(=O)O)cc2[N+](=O)[O-])C(=O)O)cc1 (configuration not stated) | -7% | / | 26%

Remaining list, next part:
SMILES | N370S GC mod | TDP1 inh | TDP1 cell noCPT
Cc1cc(C(=O)NC2CC(C)(C)Cc3c2cnn3-c2ccc(F)cc2)no1 (configuration not stated) | -1% | 2% | ?
Cn1cc(S(=O)(=O)CC(=O)Nc2ccc3c(c2)OCO3)c2ccccc21 | 2% | -3% | -6%
COc1cccc(N2C(=O)C(CC(=O)Nc3ccccc3)N(C3CCCCC3)C2=O)c1 (configuration not stated) | 29% | -4% | -25%
O=C(O)COc1ccccc1-c1ccccc1 | 2% | -3% | 8%
Cc1ccc(-c2nnc(SCC(=O)NNC(=O)COc3cccc4ccccc34)n2C)cc1 | -2% | 1% | /
COc1ccc(NC(=O)CC2C(=O)N(c3ccc(F)cc3)C(=S)N2NC(=O)c2ccc(Cl)cc2)cc1 (configuration not stated) | -5% | 2% | -2%
CCCCn1c(N)c(N(CC)C(=O)C(c2ccccc2)c2ccccc2)c(=O)[nH]c1=O | 3% | 5% | -1%
CC(C)(C)OC(=O)C[C@@H]1C/C=C\C[C@H](CC(=O)NCCO)C(=O)N2CCC[C@H]2COC1=O | / | -14% | 9%
COCCn1c(SCC(=O)NCc2ccc3c(c2)OCO3)nnc1C(C)C | 1% | 2% | 5%
COc1ccc(C(CNC(=O)c2ccc(NS(=O)(=O)c3cccc([N+](=O)[O-])c3)cc2)N2CCOCC2)cc1 (configuration not stated) | ? | 4% | -10%
O=C(NCc1cccnc1)C(=O)NCC1OCCN1S(=O)(=O)c1ccc(Cl)cc1 (configuration not stated) | 11% | 4% | ?
Cc1ccccc1Cn1nc(C)c(NC(=O)c2noc3c2CCCC3)c1C | 3% | 0% | ?

The final 4 compounds of the section before come first, to join the parts.
SMILES | N370S GC mod | TDP1 inh | TDP1 cell noCPT
COCCn1c(SCC(=O)NCc2ccc3c(c2)OCO3)nnc1C(C)C | 1% | 2% | 5%
COc1ccc(C(CNC(=O)c2ccc(NS(=O)(=O)c3cccc([N+](=O)[O-])c3)cc2)N2CCOCC2)cc1 (configuration not stated) | ? | 4% | -10%
O=C(NCc1cccnc1)C(=O)NCC1OCCN1S(=O)(=O)c1ccc(Cl)cc1 (configuration not stated) | 11% | 4% | ?
Cc1ccccc1Cn1nc(C)c(NC(=O)c2noc3c2CCCC3)c1C | 3% | 0% | ?
COc1cc([N+](=O)[O-])ccc1NC(=O)c1nc2ccccc2n(C)c1=O | / | 2% | -11%
Cc1ccc(Cn2c(SCC(=O)NCC3CCCO3)nc3c(sc4ccccc43)c2=O)cc1 (configuration not stated) | 4% | 0% | -10%
CN(C)CCOc1cc(Cl)cc(Cl)c1 | 0% | / | 9%
CCOCC | -13% | 2% | /
Cn1c(-c2sccc2OCc2ccc(Cl)cc2Cl)n[nH]c1=S | 21% | / | ?
O=C(NCCc1ccccc1)c1cccc(N2C(=O)C3CC=CCC3C2=O)c1 (configuration not stated) | -5% | 5% | -1%
Cc1ccc(NC(=O)CSc2nnc(-c3ccc([N+](=O)[O-])cc3)o2)c(C)c1 | / | 6% | -20%
O=C(Nc1ccc(Br)c(Cl)c1)C1CC1 | 3% | 0% | ?
CCOc1ccc(NC(=S)N2CCC(N(C)CC3CCCO3)CC2)cc1 (configuration not stated) | 25% | 2% | 1%
CCCCC1CC(CSC(=N)N)OC1=O (configuration not stated) | -22% | 5% | ?
Cc1ccccc1CN1CCCN(CC(=O)Nc2ccc3c(c2)OCCO3)S1(=O)=O | / | 4% | -24%
CCC[N+](CC#Cc1ccccc1)(CCC)CC(=O)OCC | 5% | 3% | -23%
O=[N+]([O-])c1cccc(C(=Nc2cccc(Cl)c2)NO)c1 | -26% | 8% | ?
CC(C)CNS(=O)(=O)c1ccc(CCC(=O)NCc2ccco2)cc1 | 3% | 5% | -24%
CC(C)C(NC(=O)c1ccco1)C(=O)OCC(=O)N1CC(=O)Nc2ccccc21 (configuration not stated) | 0% | -2% | 6%
O=C(c1cnccn1)N1CCC2(CCCN(c3cccc(-c4ccccc4)c3)C2)CC1 | -6% | / | ?
Cc1noc(NS(=O)(=O)c2ccc(NC(=O)c3nn(-c4ccccc4)ccc3=O)cc2)c1C | -14% | 5% | 18%
Cc1cc(C(=O)Nc2ccc(C(=O)O)cc2)c(-c2ccccc2)o1 | -2% | 5% | ?
O=C(N/N=C/c1cc([N+](=O)[O-])ccc1O)c1cccc2cc[nH]c12 | -11% | 8% | 4.1µM*
CCOc1ccc(NC(=O)CCn2ccnc2)cc1 | -1% | / | 15%
CC(=O)c1c(C)[nH]c(C(=O)COC(=O)CN2C(=O)C3CCCCC3C2=O)c1C (configuration not stated) | / | -2% | 0%
Cc1cccc(NC(=O)CSCC(=O)Nc2sccc2C#N)c1 | -6% | -3% | -27%
CN1CCN(CCOc2ccc(Cc3ccccc3)cc2)CC1 | -16% | / | 4.6µM*
O=C(Cc1ccc(Cl)c(Cl)c1)N1CCOCC1 | -18% | / | 17%
CCCn1c(N2CCN(S(=O)(=O)Cc3ccccc3)CC2)nc2ccccc21 | 0% | 5% | ?
NC(=O)c1cc(N2C(=O)C3CC=CCC3C2=O)ccc1N1CCCCC1 (configuration not stated) | 3% | -2% | 1%
CCCNC(=O)C(Cc1ccc(C(F)(F)P(=O)(OCC)OCC)cc1)NC(=O)c1ccc(C#N)cc1 (configuration not stated) | / | 1% | -29%
Clc1ccc(-c2csc(-c3ccno3)n2)cc1 | -6% | / | 1%
Cc1cccc(N/N=C(\C(N)=O)C2=NC(C)(C)Cc3ccccc32)c1 | 27% | 9% | 26µM*

Screening results: PubChem BioAssay, National Center for Advancing Translational Sciences (NCATS)

An excerpt; count on the stated rates, not on these rows.
